Source: PubChem
GAA inhib: blocks human lysosomal alpha-glucosidase; P10253; purified human GAA, 4-MU-alpha-glucoside fluorescence; Potency, µM (top dose mostly 76.9 µM), for the others: at the top dose activity change, negative = inhibition, most hits filed as inhibitors; 200,000 tested, 0.005% active; AID 1466;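 further: plate controls were uninhibited enzyme wells for no effect and no-enzyme background for full effect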
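Read-out is 4-methylumbelliferone fluorescence (Ex 365/Em 440 nm) after NaOH/glycine stop at pH 10. Enzyme 4 nM, substrate 400 uM, pH 5.0 citrate buffer, 20 min room temperature; AC50 from Hill-equation concentration-response.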
L3MBTL1 inh: L3MBTL1 (human) inhibition; AlphaScreen L3MBTL1–H3K9me1 peptide binding; Potency, µM (highest dose often 57.1 µM), inactives show at the highest dose activity, negative = inhibition, hits mostly inhibitors; 230,000 tested, 0.66% active; AID 485360; further: nearly all actives have a fitted effect of over 60% in size
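AlphaScreen proximity signal between nickel-chelate acceptor and streptavidin donor beads (final 10 ug/mL) reports binding of 50 nM L3MBTL1 to 75 nM biotin-H3 K9me1 peptide; complex incubated with compounds 30 min at room temperature; cefsulodin titration as control.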
RECQ1 inh: RECQ1 (human) helicase inhibition | Potency, µM (top dose mostly 57.3 µM), for the others: at the highest dose activity, negative = inhibition, actives largely listed as inhibitors | RECQ1 DNA unwinding, red fluorescence kinetic read | P46063 | 240,000 tested, 0.54% active;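 further: plate controls were vehicle for no effect and no enzyme for full effect; nearly all actives have a fitted effect of over 30% in size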
Target sequence (P46063 whole entry, looked up): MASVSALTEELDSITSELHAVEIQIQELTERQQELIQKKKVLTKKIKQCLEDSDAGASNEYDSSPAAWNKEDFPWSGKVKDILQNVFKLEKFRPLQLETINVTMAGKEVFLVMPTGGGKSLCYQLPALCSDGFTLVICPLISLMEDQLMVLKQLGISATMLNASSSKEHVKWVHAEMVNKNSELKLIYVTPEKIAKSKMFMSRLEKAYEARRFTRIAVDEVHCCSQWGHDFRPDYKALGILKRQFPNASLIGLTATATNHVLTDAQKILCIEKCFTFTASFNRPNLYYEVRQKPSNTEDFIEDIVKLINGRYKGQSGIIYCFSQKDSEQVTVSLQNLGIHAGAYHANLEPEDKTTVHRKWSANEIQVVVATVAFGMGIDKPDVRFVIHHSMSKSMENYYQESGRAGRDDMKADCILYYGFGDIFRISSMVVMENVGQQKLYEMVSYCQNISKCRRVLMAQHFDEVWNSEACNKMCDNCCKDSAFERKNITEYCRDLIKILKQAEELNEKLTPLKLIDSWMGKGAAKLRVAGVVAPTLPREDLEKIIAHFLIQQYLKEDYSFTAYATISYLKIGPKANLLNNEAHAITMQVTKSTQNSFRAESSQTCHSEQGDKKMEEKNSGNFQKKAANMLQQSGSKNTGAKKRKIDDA
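50 nM RECQ1T1 preincubated 15 min with compound in Tris pH 8.0 buffer with MgCl2, DTT, Tween-20 and 2.5 ug/ml poly(dI-dC); started with 200 nM TAMRA/BHQ-2 forked duplex and 2 mM ATP. Unwinding read as fluorescence (525/598 nm), two reads 2 h apart.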
TRb-SRC2 inh: inhibitors of human thyroid hormone receptor beta-SRC2 interaction. TRbeta-SRC2 peptide binding, fluorescence polarization; receptor liganded with 1 µM T3. Potency, µM (top dose mostly 106 µM), for the others: at the top dose activity change, negative = inhibition, hits mostly inhibitors. 280,000 tested, 0.065% active. AID 1469;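 further: plate controls were bound peptide for no effect and peptide without receptor for full effect; nearly all actives have a fitted effect of over 50% in size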
Target sequence (P10828 whole entry, looked up): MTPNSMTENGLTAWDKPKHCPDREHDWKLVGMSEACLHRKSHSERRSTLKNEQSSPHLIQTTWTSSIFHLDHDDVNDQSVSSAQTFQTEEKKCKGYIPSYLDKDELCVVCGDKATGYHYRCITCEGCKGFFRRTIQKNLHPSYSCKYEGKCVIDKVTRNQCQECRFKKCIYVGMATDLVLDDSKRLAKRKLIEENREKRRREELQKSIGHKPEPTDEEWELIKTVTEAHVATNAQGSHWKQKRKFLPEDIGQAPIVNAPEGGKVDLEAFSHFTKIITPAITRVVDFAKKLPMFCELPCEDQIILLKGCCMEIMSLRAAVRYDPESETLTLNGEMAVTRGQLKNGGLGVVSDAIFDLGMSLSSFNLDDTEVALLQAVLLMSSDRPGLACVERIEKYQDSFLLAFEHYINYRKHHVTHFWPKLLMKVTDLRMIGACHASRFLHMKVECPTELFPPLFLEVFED
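Assay buffer: 20 mM Tris-HCl, 100 mM NaCl, 10% glycerol, 1 mM EDTA, 0.01% NP-40, 1 mM DTT, 1 uM T3, 5% DMSO; TRb LBD 0.6 uM, Texas Red SRC2 20 nM; FP after 5 hr.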
GAA glycogen mod: alters human alpha-glucosidase cleavage of glycogen; P10253; recombinant GAA, glycogen substrate, Amplex Red glucose oxidase fluorescence; Potency, µM (titrated, usually from 76.4 µM), for the others: top-dose activity change, negative = inhibition, hits mostly inhibitors; 300,000 tested, 0.38% active; AID 2100;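 further: 0% = full enzyme reaction and -100% = no-enzyme basal signal; the screen sought inhibitors and activators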
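Recombinant human alpha-glucosidase (4 nM final) hydrolysed bovine liver glycogen (30 ug) for 40 min at 37 C in pH 5.0 citrate/phosphate with 0.01% Tween-20. Released glucose detected by glucose oxidase/Amplex Red, Ex 573/Em 610 nm. Compounds up to 77 uM; AC50 from Hill fits.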
aGlu spleen mod: inhibitors or activators of human alpha-glucosidase in spleen homogenate; Potency, µM (highest dose often 79.9 µM), for inactives: at the highest dose activity change, negative = inhibition, actives largely listed as inhibitors; human spleen homogenate, 4-MU-alpha-glucoside fluorescence; 240,000 tested, 0.006% active;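 further: 0% = enzyme with vehicle and -100% = no enzyme basal signal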
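Compounds were titrated against alpha-glucosidase in spleen homogenate at pH 5.0, with 1 mM 4-methylumbelliferyl substrate for 40 min at 37 C. Reactions were quenched with pH 10 NaOH/glycine and fluorescence measured.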
RGS12 GoLoco inh: inhibitors of human Gai1-RGS12 GoLoco interaction (red fluorophore); P63096; Gai1:RGS12 GoLoco peptide FP, rhodamine, 10 min; Potency, µM (series often up to 61.6 µM), without a hit: at the top dose activity, negative = inhibition, actives largely listed as inhibitors; 230,000 tested, 0.44% active; AID 880; active means well fitted inhibition curve with a large enough effect, not every such curve was filed as active; inactive means no such curve, though single readings can be large or run the other way; further: nearly all actives have a fitted effect of over 30% in size; many of its hits are not listed in these tables
TR SRC2 fluor cs: Texas Red fluorescence interference in TRb-SRC2 counter-screen; TRb/SRC2 Texas Red total fluorescence interference; Potency, µM (top dose mostly 106 µM), without a hit: at the highest dose fluorescence change, negative = quenching; 280,000 tested, 0.29% active; active means well fitted curve in either direction with a large enough effect; inconclusive means small, poorly fitted or top-dose-only effect
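Human TRb ligand-binding domain at 0.6 uM with 20 nM Texas Red SRC2 peptide in Tris buffer containing 1 uM T3 and 5% DMSO, incubated with compound 5 h at ambient temperature. Total fluorescence (555/632 nm) calculated as parallel + 2 × perpendicular.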
Numbers without * were called inactive; i = inactive; ? = inconclusive; nt = no result given; [ ] = dose if it differs, or a comment. Unless noted, the call rests on the fitted dose curve; in most records, active means well fitted curve in the direction sought with a large enough effect; inconclusive means small, poorly fitted or top-dose-only effect, or another doubt; inactive means no such curve, though single readings can be large; an effect the other way counts as inactive or inconclusive. Unless noted, on the % scale 0 is the no-effect control and ±100 the full control effect; potency means the concentration at half of the fitted maximal effect.

mol,GAA inhib,L3MBTL1 inh,RECQ1 inh,TRb-SRC2 inh,GAA glycogen mod,aGlu spleen mod,RGS12 GoLoco inh,TR SRC2 fluor cs
Cc1csc(SC(C)C(=O)NCC2CCCCC2)n1 (centres undefined),-7%,nt,-3%,7%,10%,-2%,-135%,-1%
CN(C)c1ccc(NC(=O)CN2CCN(CC(=O)Nc3ccc(F)cc3)CC2)cc1,-19%,-9%,-3%,-23%,4%,-1%,-16%,-3%
O=C(CSc1n[nH]c(-c2cccnc2)n1)Nc1ccnc2ccccc12,3%,1%,-7%,1%,2%,4%,3%,1%
CCOC(=O)CSc1nnc(C2CCCCC2)n1C,-2%,6%,-1%,-11%,-2%,5%,0%,0%
O=C(NC1=NCCS1)c1cc(-c2cccc(Br)c2)nc2ccccc12,-12%,-3%,-1%,2%,2%,-1%,7%,-3%
O=C(c1cnn2ccccc12)N1CCc2ccccc21,-4%,nt,-13%,-1%,7%,6%,4%,-1%
O=C(O)c1cccc2c1C(=O)N(C1CCCCC1)C2,-4%,nt,-16%,-11%,-16%,8%,-7%,-2%
O=C(NCCN1CCN(c2cccc(Cl)c2)CC1)c1ccc(CSc2nc3ccncc3[nH]2)cc1,-2%,nt,-4%,5%,-13%,-3%,-20%,0%
CC(C)(C)C1CCc2onc(C(=O)Nc3ccc(F)cc3F)c2C1 (centres undefined),-4%,6%,-6%,2%,-9%,-7%,2%,3%
COC(=O)CN(c1ccc(C)c(Cl)c1)S(C)(=O)=O,2%,-1%,1%,8%,10%,2%,2%,0%
CCCOc1ccc(C(CC(=O)O)NC(=O)C23CC4CC(CC(C4)C2)C3)cc1 (centres undefined),-4%,nt,-13%,-6%,4%,-4%,-26%,-1%
Cc1ccc2c(c1)Sc1ccccc1CC2=O,-6%,5%,-8%,6%,0%,-5%,-4%,-2%
CCc1nnc(NC(=O)[C@@H](NC(=O)c2cccc(S(=O)(=O)N3CCOCC3)c2)C(C)C)s1,?,5%,-4%,1%,6%,-2%,10%,-3%
CCOC(=O)NCc1ccc2c(c1)cc(C)n2C,-4%,-10%,-2%,3%,2%,-7%,6%,-1%
O=C1/C(=C/c2ccccn2)SC(=S)N1Cc1ccccc1,nt,1%,-7%,1%,3%,4%,-152%,0%
Cc1cc(C)n(/N=C/c2cccc(O)c2)c(=O)c1C(N)=O,-17%,nt,-2%,8%,0%,-13%,-1%,-1%
COc1ccc(OC)c(NS(=O)(=O)c2cccs2)c1,-5%,3%,-4%,-1%,-5%,-14%,-7%,-2%
CCOc1ccccc1NC(=O)C(NC(=O)C1CCC(C)CC1)C(C)C (centres undefined),?,1%,i,-4%,6%,3%,10%,0%
CCOc1ccc(-c2nnn(CC(=O)N3CCCC3)n2)cc1OCC,-5%,-8%,-14%,-18%,-3%,-2%,5%,3%
C=C(C)CNC(=S)N/N=C(\C)c1ccc(Cl)s1,0%,-12%,-1%,-1%,8%,-1%,9%,2%

Later entries.
mol,GAA inhib,L3MBTL1 inh,RECQ1 inh,TRb-SRC2 inh,GAA glycogen mod,aGlu spleen mod,RGS12 GoLoco inh,TR SRC2 fluor cs
CC(=O)Nc1cccc(OCCCNC(=O)c2ccc(C(C)(C)C)cc2)c1,nt,-6%,i,-3%,-9%,-23%,31%[activator],-7%
COc1ccccc1-c1nnc(SCC(=O)Nc2ccc(Cl)cc2Cl)o1,6%,nt,16%,-13%,3%,1%,22%,3%
CCNc1nc(N)nc(Oc2ccc(OCc3ccccc3)nn2)n1,?,6%,i,-4%,6%,0%,0%,-2%
O=C(NN=C1C2CC3CC(C2)CC1C3)c1cccs1,-9%,nt,i,3%,-27%,-3%,13%,0%
CCCCCc1nc(N)c(C#N)c(-c2ccco2)c1CCCC,-3%,nt,-7%,-12%,9%,8%,7%,-2%
COC(=O)Cn1cnc2sc(C)c(S(=O)(=O)N3CCN(c4ccccc4OC)CC3)c2c1=O,?,-7%,-13%,-3%,7%,-12%,-2%,-1%
CCc1ccccc1NC(=O)CN(C)C(=O)COc1ccc(C)nc1[N+](=O)[O-],8%,4%,-5%,0%,2%,-4%,1%,0%
COc1ccc(CCN(Cc2cc3cccc(C)c3[nH]c2=O)C(=O)N2CCCC2)cc1OC,?,nt,5%,-10%,-1%,-5%,4%,0%
Cc1cc([N+](=O)[O-])ccc1N(C)C,-3%,6%,-5%,2%,-10%,-1%,5%,2%
O=C(N/N=C/c1ccccc1)c1ccco1,nt,0%,-9%,7%,-6%,7%,6%,0%
CN(c1ccc(C(=O)N2CCN(Cc3ccc4c(c3)OCO4)CC2)cc1)S(=O)(=O)c1ccccc1,-9%,nt,?,3%,0%,-3%,8%,-4%
CCN1C(=O)c2cccc3c(S(=O)(=O)N(C(=O)c4cccnc4)c4ccc(OC)cc4)ccc1c23,6%,10%,-3%,-2%,0%,2%,-5%,-2%
CC(=O)Nc1ccc(NC(=O)COc2ccc(S(=O)(=O)NC(C)c3ccccc3)cc2)cc1 (centres undefined),-3%,-8%[11.4 µM],-4%,5%,-3%,-13%,5%,-4%
CN(C)c1ccc(C(c2nnnn2C(C)(C)C)N2CCN(C(=O)c3ccco3)CC2)cc1 (centres undefined),-6%,-4%,-3%,0%,-29%,0%,nt,-1%
CCc1nnc(NC(=O)c2cc(-c3ccco3)nc3ccccc23)s1,-3%,?,?,6%,-10%,9%,12%,-11%
COc1ccc2oc(=O)c(C(=O)N3CCN(c4ccccc4F)CC3)cc2c1,1%,0%,i,-6%,1%,0%,0%,0%
CC(C)CCOC(=O)C1C(c2ccccc2)C(C(=O)O)C1c1ccccc1 (centres undefined),3%,nt,i,1%,-7%,2%,4%,-1%
COc1ccccc1C/C(N)=N/OC(=O)COc1ccccc1C,3%[15.4 µM],nt,8%,-8%,-1%,-1%,14%,-3%
Fc1ccc(/C=N/Nc2nc3ccccc3[nH]2)cc1F,-7%,-12%,i,-1%,?,nt,6%,-8%
Cc1cc(=O)oc2n[nH]c(-c3ccccc3)c12,-2%,7%,-3%,5%,0%,-8%,2%,-1%

(listing goes on)
mol,GAA inhib,L3MBTL1 inh,RECQ1 inh,TRb-SRC2 inh,GAA glycogen mod,aGlu spleen mod,RGS12 GoLoco inh,TR SRC2 fluor cs
O=C(NNc1cc(Br)c(O)c(Br)c1)c1ccccc1,-5%,nt,-16%,-1%,-15%,5%,1%,-8%
O=C1N/C(=C/c2ccc(N3CCOCC3)o2)C(=O)N1c1ccccc1,-6%,7%,3%,-3%,-1%,4%,24%,1%
Cc1ccccc1NC(=O)C(=O)Nc1ccccc1C,-1%,14%,i,-7%,9%,2%,-2%,-3%
CCCn1c(C)cc(C(=O)CSc2nc3nc(C)cc(C)n3n2)c1C,-1%,-6%,-2%,1%,-2%,-2%,11%,-3%
O=C1CCN(Cc2ccccc2)CCN1CCO,nt,nt,-5%,5%,-1%,-6%,1%,-6%
COc1ccc(N2CCC(CNC(=S)Nc3cc(C)ccc3C)C2)cc1 (centres undefined),nt,nt,5%,4%,?,8%,1%,-1%
O=C(C[n+]1cc(-c2ccc(F)cc2)n2c1CCC2)OCc1ccccc1,-9%,4%,1%,4%,0%,2%,2%,-1%
Cc1cc(C)n(-c2nc3sc4c(c3c(=O)[nH]2)CCCC4)n1,2%,nt,-9%,9%,0%,-1%,-3%,0%
COc1ccc(C(=O)OCc2csc(C)n2)c(O)c1,-4%,7%,i,2%,4%,1%,8%,-1%
CCOC(=O)CNC(=O)c1ccc(SCC)cc1,3%,9%,-6%,3%,-4%,6%,-3%,0%
CCOC(=O)N1CCN(C(=O)C(CC(C)C)NC(=O)C2CCCCC2)CC1 (centres undefined),-3%,nt,i,-9%,0%,-2%,-19%,-4%
O=C(O)/C=C/c1cn(-c2ncc(C(F)(F)F)cc2Cl)c2ccccc12,2%,6%,-4%,-4%,-34%,-27%,0%,-5%
O=C(NC(=S)N1CCN(C/C=C/c2ccccc2)CC1)c1ccc(Cl)nc1,-8%,-2%,14%,1%,-4%,2%,7%,2%
Cc1cc(C(=O)OCC(=O)Nc2cc(S(=O)(=O)N(C)C)ccc2C)c(C)o1,-4%,nt,-4%,4%,6%,-2%,1%,-4%
Cn1c(=O)c2c(ncn2CC(=O)N2CCN(c3cccc(Cl)c3)CC2)n(C)c1=O,-2%,19%[11.4 µM],5%,-2%,3%,-15%,2%,1%
O=C(COc1ccccc1)Nc1cccc2nsnc12,5%,34%[activator],0%,-13%,-2%,-11%,18%,-1%
COc1ccc(S(=O)(=O)Nc2cc3c(cc2C(C)=O)OCO3)cc1,5%,8%,i,-1%,-11%,-5%,18%,-2%
COc1ccc(C(=O)Oc2ccc3oc(=O)sc3c2)cc1,-6%,nt,i,7%,1%,7%,2%,2%
O=C(O)CSc1nccc2ccccc12,7%,5%,i,-4%,6%,0%,14%,-7%
O=C(O)c1ccc2c(c1)C(=O)/C(=C\c1ccco1)C2=O,-11%,3.2µM*,?,3%,-12%,2%,-14%,?

(further entries)
mol,GAA inhib,L3MBTL1 inh,RECQ1 inh,TRb-SRC2 inh,GAA glycogen mod,aGlu spleen mod,RGS12 GoLoco inh,TR SRC2 fluor cs
Cn1cc(C(=O)Nc2ccc(F)c(F)c2)cn1,1%,nt,21%,-1%,-19%,-3%,12%,0%
O=C(/C=C/c1ccc(Br)cc1)NC(=O)c1ccccc1O,6%,-24%,-1%,?,-8%,-24%,8%,-27%
CN(C)c1cccc(C(=O)OCC(=O)N2CCc3ccccc3C2)c1,3%,nt,-8%,9%,-8%,6%,15%,2%
C/C(=C1/SC(N2CC(C)OC(C)C2)=NC1=O)c1ccccc1 (centres undefined),2%,nt,-4%,1%,2%,0%,1%,-3%
O=C(O)c1cc2c(ccc3ccccc32)o1,-2%,56%[activator],-12%,0%,28%,-12%,nt,-4%
Cc1cccc(C)c1OC(=O)CSc1nnc(-c2ccccc2)o1,6%,7%,i,-4%,0%,-3%,2%,0%

Not all compounds are listed; the hit share may differ from the screen's.
